Assay outcomes: PubChem, several laboratories
aDG glyco up = alpha-DG glycosylation activation | 0.22% of 360,000 active | activation, % at 10 µM | Pro5-aDG cells, alpha-DG glycosylation AlphaScreen (IIH6); 0% Pro5, 100% B10-LARGE cell signal;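 active = activation of at least 8% versus controls, or a plate z-score of at least 8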;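 note: Pro5 are CHO cells carrying HIG-tagged alpha-DG that lacks glycosylation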
Glyco luc inh = blocks N-linked glycosylation in D54 reporter cells | 0.23% of 360,000 active | reporter increase, % at 12.5 µM | D54 ERlucT glycosylation luciferase reporter, 24 h; percent of 100 nM tunicamycin response;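 active = mean luciferase reporter signal, scaled so untreated is 0 and the glycosylation-blocking control 100, at or above a set limit in every replicate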;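 note: luciferase carries N-glycosylation sites so blocking glycosylation raises the light; 0% = median of neutral control wells and 100% = median of 100 nM tunicamycin wells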
ABCB6 inh MLPCN = human ABCB6 transporter inhibition | 0.19% of 360,000 active | K562-ABCB6 porphyrin accumulation, flow cytometry, 1 h; stronger effect = lower value | Q9NP58 | fluorescence ratio to DMSO, % at 10 µM;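 active = fluorescence ratio to DMSO below 75%, the collection mean minus 3 SD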;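 note: signal is porphyrin accumulated inside mitochondria; 100% equals median channel fluorescence of DMSO control wells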
MC4R ag barr = human MC4R agonism via beta-arrestin | U2OS MC4R beta-arrestin complementation, luminescence; percent of melanotan II response, DMSO zero | activation, % at 8.9 µM | 0.98% of 360,000 active | AID 540308;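 active = activation above a per-plate cutoff, the mean activation of sample wells on that plate plus 3 SD, cut at about 8% in these data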
Target sequence (P32245 whole entry, looked up): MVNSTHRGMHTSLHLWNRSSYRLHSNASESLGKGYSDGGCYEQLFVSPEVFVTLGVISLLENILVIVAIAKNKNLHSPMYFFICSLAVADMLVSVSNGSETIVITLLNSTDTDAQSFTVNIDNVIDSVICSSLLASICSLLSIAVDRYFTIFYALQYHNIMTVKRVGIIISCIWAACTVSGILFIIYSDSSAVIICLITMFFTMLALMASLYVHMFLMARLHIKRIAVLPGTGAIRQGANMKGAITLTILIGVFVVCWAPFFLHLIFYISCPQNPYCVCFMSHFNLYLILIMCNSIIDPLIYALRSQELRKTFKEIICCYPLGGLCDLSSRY
Granule exo inh = lytic granule exocytosis inhibition. TALL-104 LAMP-1 surface exposure, flow cytometry; cells stimulated with thapsigargin and PMA. inhibition, % at 10 µM. 0.66% of 360,000 active. AID 651702;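 active = inhibition above about 55%, limit read from the data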
ABHD5 PLIN5 PPI = blocks binding of human ABHD5 to perilipin-5; Split G. princeps luciferase complementation, luminescence, 4 h; AID 602281; Q00G26+Q8WTS1; 0.78% of 360,000 active; inhibition, % at 4 µM;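 active = inhibition above the mean inhibition across every tested compound plus 3 SD, cut at about 22% in these data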;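 note: 0% = DMSO only wells and the 100% control is not disclosed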
MC4R antagonist = human MC4R antagonism in cAMP assay; 0.48% of 360,000 active; MC4R-expressing cells, MTII-stimulated cAMP, LANCE TR-FRET; AID 540295; P32245; inhibition, % at 6.5 µM;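 active = inhibition above its plate's cutoff, the mean of tested wells on that plate plus 3 SD, cut at about 29% in these data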;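 note: 0% = Melanotan II alone and 100% = Melanotan II plus saturating MCL0020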
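System: U2OS cells stably expressing human melanocortin 4 receptor (MC4R). Reagent: Melanotan II challenge after compound preincubation. Doses: 6.5 µM. Times: 30-min compound, 1-h challenge, 1-h detection, room temperature. Measured by: TR-FRET with Eu-cAMP and labeled anti-cAMP, 671 nm. Replicates: singlicate.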
H9c2 protect = myocardial damage modulation in H9c2 cells. protection from H2O2 cell death, % at 20 µM. H9c2 cardiomyocytes, H2O2 injury protection, ATPLite, 2 h. 0.63% of 360,000 active. AID 588492;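 active = compounds giving at least 50% protection of heart cells from peroxide-induced death in the single-dose screen, raw or plate-pattern-corrected value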;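 note: 0% = DMSO wells with peroxide and 100% = DMSO wells without peroxide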
m5-HT2A agonist = agonists of mouse serotonin 5-HT2A receptor (HTR2A) | CHO-K1 mHTR2A beta-arrestin complementation, luminescence; percent of 30 µM serotonin response | activation, % at 7.6 µM | 0.66% of 360,000 active | AID 624169;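 active = activation above a run cutoff, the mean activation of all tested compounds plus 3 SD, cut at about 14% in these data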;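 note: 0% = plate median of compound wells and 100% = 30 µM serotonin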
Target sequence (P35363 whole entry, looked up): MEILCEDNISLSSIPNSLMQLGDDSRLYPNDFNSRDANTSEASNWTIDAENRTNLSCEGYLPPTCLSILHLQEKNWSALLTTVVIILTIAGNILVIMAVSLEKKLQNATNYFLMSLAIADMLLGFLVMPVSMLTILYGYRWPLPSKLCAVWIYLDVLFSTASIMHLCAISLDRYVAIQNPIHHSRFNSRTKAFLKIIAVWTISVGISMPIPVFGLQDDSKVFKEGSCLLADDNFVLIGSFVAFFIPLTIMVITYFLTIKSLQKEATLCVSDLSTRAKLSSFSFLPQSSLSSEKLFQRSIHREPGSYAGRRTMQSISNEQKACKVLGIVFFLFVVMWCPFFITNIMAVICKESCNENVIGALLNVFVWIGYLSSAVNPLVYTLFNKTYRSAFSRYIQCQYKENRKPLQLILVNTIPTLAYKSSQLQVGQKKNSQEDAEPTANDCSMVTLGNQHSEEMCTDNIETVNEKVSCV
iPSC survival up = increases survival of single human iPS cells; 0.044% of 360,000 active; hiPSC single-cell survival, ATPlite luminescence; 100% = ROCK inhibitor wells, 0% = DMSO; survival enhancement, % at 20 µM; in the data active = survival enhancement above about 18%;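 note: cells exposed to compounds for 16 hours before the ATP read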
* marks the source's active call; other numbers are inactive results.

Screening Cc1ccc2c(C)c(C(=O)N3CCCC(C(N)=O)C3)oc2c1C (stereo not drawn) returned aDG glyco up 0.3, Glyco luc inh 0, ABCB6 inh MLPCN 103, MC4R ag barr -2.1, Granule exo inh -6, ABHD5 PLIN5 PPI -4, MC4R antagonist 2, H9c2 protect 0, m5-HT2A agonist 2 and iPSC survival up 0.0.
CCOc1ccc(C2C(C(=O)OC)=C(C)N=C3SCCC(=O)N32)cc1OCC (stereo not drawn) was read as aDG glyco up -0.1, Glyco luc inh 1, ABCB6 inh MLPCN 95, MC4R ag barr -0.1, Granule exo inh -2, ABHD5 PLIN5 PPI -2, MC4R antagonist 3, H9c2 protect 0, m5-HT2A agonist 0 and iPSC survival up 2.2.
`COc1ccc(OCCCC(=O)Nc2nc(-c3ccccn3)cs2)cc1` gave aDG glyco up 2.4, Glyco luc inh -1, ABCB6 inh MLPCN 101, MC4R ag barr -2.7, Granule exo inh 1, ABHD5 PLIN5 PPI -4, MC4R antagonist -1, H9c2 protect 38, m5-HT2A agonist -3 and iPSC survival up 0.2.
COC(=O)c1ccc([C@H]2CC(=O)O2)cc1 was read as aDG glyco up -0.1, Glyco luc inh 15, ABCB6 inh MLPCN 95, MC4R ag barr -0.1, Granule exo inh -3, ABHD5 PLIN5 PPI 10, MC4R antagonist -2, H9c2 protect 6, m5-HT2A agonist 2 and iPSC survival up -2.2.
Screening O=C(c1ccc(CS(=O)(=O)c2ccc(Br)cc2)o1)N1CCN(C2CCCCC2)CC1 returned aDG glyco up -0.1, Glyco luc inh -2, ABCB6 inh MLPCN 93, MC4R ag barr 1.2, Granule exo inh -9, ABHD5 PLIN5 PPI -10, MC4R antagonist 13, H9c2 protect 1, m5-HT2A agonist 4 and iPSC survival up 0.9.
For O=[N+]([O-])c1cc(/C=N/N/C(=N/c2ccccn2)c2ccccn2)ccc1O the results were aDG glyco up 4.5, Glyco luc inh 1, ABCB6 inh MLPCN 99, MC4R ag barr -5.0, Granule exo inh 2, ABHD5 PLIN5 PPI -3, MC4R antagonist 9, H9c2 protect 26, m5-HT2A agonist 2 and iPSC survival up 3.6.
For COc1cccc(NC(=O)C2CC(=O)OC23CCOC(C)(C)C3)c1 (stereo not drawn) the results were aDG glyco up -0.1, Glyco luc inh 5, ABCB6 inh MLPCN 106, MC4R ag barr -0.4, Granule exo inh 0, ABHD5 PLIN5 PPI 8, MC4R antagonist 7, H9c2 protect -6, m5-HT2A agonist 2 and iPSC survival up 0.4.
Screening CC1CCN(S(=O)(=O)c2ccc3c(c2)oc(=O)n3C)CC1 returned aDG glyco up -0.1, Glyco luc inh 0, ABCB6 inh MLPCN 93, MC4R ag barr -1.6, Granule exo inh 18, ABHD5 PLIN5 PPI -1, MC4R antagonist 1, H9c2 protect -3, m5-HT2A agonist -3 and iPSC survival up -0.1.
Cc1cc(C)n(C(C)CC(=O)N2CCc3ccccc32)n1 (stereo not drawn) was read as aDG glyco up 0.1, Glyco luc inh 3, ABCB6 inh MLPCN 99, MC4R ag barr -1.4, Granule exo inh -3, ABHD5 PLIN5 PPI -3, MC4R antagonist 5, H9c2 protect 15, m5-HT2A agonist -6 and iPSC survival up -0.3.
O=C1[C@H]2[C@@H](c3ccccc3)N[C@]3(CCCN(Cc4ccc(Br)cc4)C3=O)[C@H]2C(=O)N1Cc1ccccc1 was read as aDG glyco up 0.1, Glyco luc inh 3, ABCB6 inh MLPCN 96, MC4R ag barr -1.4, Granule exo inh 5, ABHD5 PLIN5 PPI -1, MC4R antagonist 10, H9c2 protect 22, m5-HT2A agonist 6 and iPSC survival up -0.7.
`O=C(OCCN1CCCCC1)c1ccc(O)cc1` gave aDG glyco up 0.1, Glyco luc inh -1, ABCB6 inh MLPCN 102, MC4R ag barr -2.0, Granule exo inh 8, ABHD5 PLIN5 PPI 2, MC4R antagonist 7, H9c2 protect -5, m5-HT2A agonist 0 and iPSC survival up -0.3.
For CCOC(=O)c1sc2nc(OCc3cccnc3)cc(C)c2c1N the results were aDG glyco up 0.0, ABCB6 inh MLPCN 88, Granule exo inh 5, ABHD5 PLIN5 PPI 7, m5-HT2A agonist -1 and iPSC survival up 1.0.
COc1c(O)ccc(/C=N\NC(=O)c2ccc3c(c2)OCO3)c1[N+](=O)[O-] was read as aDG glyco up 0.0, Glyco luc inh 1, ABCB6 inh MLPCN 94, MC4R ag barr -1.1, Granule exo inh -4, ABHD5 PLIN5 PPI -2, MC4R antagonist -8, H9c2 protect 4, m5-HT2A agonist -8 and iPSC survival up -0.5.
`CC1CCN(C(=O)CNC(=O)CNC(=O)Cc2ccccc2)CC1` gave aDG glyco up -0.1, Glyco luc inh 4, ABCB6 inh MLPCN 98, MC4R ag barr -3.0, Granule exo inh 1, ABHD5 PLIN5 PPI -2, MC4R antagonist 11, H9c2 protect 4, m5-HT2A agonist 5 and iPSC survival up -0.6.
Screening COc1ccc(-c2csc(-c3ccc(O)cc3)n2)cc1 returned aDG glyco up 0.1, Glyco luc inh 15, ABCB6 inh MLPCN 93, MC4R ag barr 1.5, Granule exo inh -2, ABHD5 PLIN5 PPI -11, MC4R antagonist -22, H9c2 protect -1, m5-HT2A agonist -5 and iPSC survival up -0.3.
CCCNC(=O)C[C@@H]1C[C@H]2c3cc(NC(=O)c4ccc5c(c4)OCO5)ccc3O[C@H]2[C@@H](CO)O1 was read as aDG glyco up -0.2, Glyco luc inh -1, ABCB6 inh MLPCN 97, MC4R ag barr 0.8, Granule exo inh 0, ABHD5 PLIN5 PPI -5, MC4R antagonist 15, H9c2 protect -19, m5-HT2A agonist 6 and iPSC survival up -3.3.
For CSCC[C@H](NS(=O)(=O)c1ccc(C)cc1)C(=O)N1CCC(C(=O)N[C@@H](Cc2ccccc2)C(=O)O)CC1 the results were aDG glyco up 0.0, Glyco luc inh 0, ABCB6 inh MLPCN 102, MC4R ag barr -1.1, Granule exo inh -2, ABHD5 PLIN5 PPI 0, MC4R antagonist 11, H9c2 protect 2, m5-HT2A agonist 3 and iPSC survival up -1.6.
For CN1CCN(S(=O)(=O)c2cccc(C(=O)Nc3cc(C(F)(F)F)ccc3N3CCCC3)c2)CC1 the results were aDG glyco up 0.1, Glyco luc inh 0, ABCB6 inh MLPCN 97, MC4R ag barr 0.0, Granule exo inh -5, ABHD5 PLIN5 PPI 9, MC4R antagonist 10, H9c2 protect -2, m5-HT2A agonist -5 and iPSC survival up -0.4.
`COc1ccccc1-c1n[nH]c(=S)n1Cc1ccccc1` gave aDG glyco up 0.1, Glyco luc inh 1, ABCB6 inh MLPCN 99, MC4R ag barr -1.4, Granule exo inh -6, ABHD5 PLIN5 PPI -7, MC4R antagonist -1, H9c2 protect 7, m5-HT2A agonist -3 and iPSC survival up 0.0.
For Cc1ccc(C(=O)Nc2ncc(Cc3ccc(SC(F)F)cc3)s2)cc1 the results were aDG glyco up 0.2, Glyco luc inh 10, ABCB6 inh MLPCN 93, MC4R ag barr 18*, Granule exo inh 10, ABHD5 PLIN5 PPI 3, MC4R antagonist -17, H9c2 protect -7, m5-HT2A agonist -1 and iPSC survival up -1.9.
Screening Cc1ccc(NC(=O)CSCC(=O)OC(C)C(=O)Nc2ccccc2C)cc1 (stereo not drawn) returned aDG glyco up 0.1, Glyco luc inh 0, ABCB6 inh MLPCN 99, MC4R ag barr -2.4, Granule exo inh 2, ABHD5 PLIN5 PPI -5, MC4R antagonist 11, H9c2 protect -4, m5-HT2A agonist 2 and iPSC survival up 0.0.
`COc1ccc(C(=O)NCC2(c3ccc(OC)c(OC)c3)CCCC2)cc1OC` gave aDG glyco up 0.4, Glyco luc inh 1, ABCB6 inh MLPCN 103, MC4R ag barr 1.3, Granule exo inh -2, ABHD5 PLIN5 PPI -2, MC4R antagonist 11, H9c2 protect -1, m5-HT2A agonist 6 and iPSC survival up 2.4.
`O=C(CC1C(=O)NCCN1C(=O)Nc1ccc(F)cc1)Nc1cc(Cl)ccc1Cl` (stereo not drawn) gave aDG glyco up 0.0, Glyco luc inh 1, ABCB6 inh MLPCN 96, MC4R ag barr 0.7, Granule exo inh 1, ABHD5 PLIN5 PPI 9, MC4R antagonist 1, H9c2 protect 1, m5-HT2A agonist -2 and iPSC survival up -0.4.
Screening COc1ccc(C(=O)OCC(=O)NC(=O)NC2CCCC2)cc1[N+](=O)[O-] returned aDG glyco up 0.1, Glyco luc inh 0, ABCB6 inh MLPCN 97, MC4R ag barr 0.8, Granule exo inh 2, ABHD5 PLIN5 PPI 0, MC4R antagonist -7, H9c2 protect 1, m5-HT2A agonist -3 and iPSC survival up -1.2.
`Cc1ccc(C(=O)N2CCN(c3ccccn3)CC2)cc1Cl` gave aDG glyco up 0.0, Glyco luc inh 1, ABCB6 inh MLPCN 104, MC4R ag barr 2.3, Granule exo inh 6, ABHD5 PLIN5 PPI 7, MC4R antagonist 5, H9c2 protect 3, m5-HT2A agonist -1 and iPSC survival up -0.5.
Screening O=C(O)COn1c(-c2ccc(Cl)cc2)nc2ccc(Cl)cc21 returned aDG glyco up -0.1, Glyco luc inh 2, ABCB6 inh MLPCN 94, MC4R ag barr -1.2, Granule exo inh 0, ABHD5 PLIN5 PPI -2, MC4R antagonist 7, H9c2 protect -5, m5-HT2A agonist 1 and iPSC survival up 0.7.
Screening COc1ccc(/C=N/NC(=O)c2nc(-c3ccccc3)n(-c3ccccc3)n2)c(O)c1 returned aDG glyco up 2.6, Glyco luc inh -6, ABCB6 inh MLPCN 91, MC4R ag barr 2.1, Granule exo inh 11, ABHD5 PLIN5 PPI -1, MC4R antagonist -7, H9c2 protect 61*, m5-HT2A agonist 2 and iPSC survival up -2.4.
Cc1ccccc1C(=O)Nc1ccc(Br)cn1 was read as aDG glyco up 0.1, Glyco luc inh 0, ABCB6 inh MLPCN 89, MC4R ag barr 0.3, Granule exo inh 2, ABHD5 PLIN5 PPI -12, MC4R antagonist -7, H9c2 protect -6, m5-HT2A agonist -1 and iPSC survival up -1.9.
`CSc1ccc(S(=O)(=O)NCC(=O)OCC(=O)NCC2CCCO2)cc1[N+](=O)[O-]` (stereo not drawn) gave aDG glyco up 0.2, Glyco luc inh 1, ABCB6 inh MLPCN 102, MC4R ag barr -1.2, Granule exo inh 4, ABHD5 PLIN5 PPI -3, MC4R antagonist 9, H9c2 protect 20, m5-HT2A agonist 6 and iPSC survival up -0.3.
`O=C(Cn1ccnc1[N+](=O)[O-])N(CCO)CCO` gave aDG glyco up 0.0, Glyco luc inh 0, ABCB6 inh MLPCN 99, MC4R ag barr -1.8, Granule exo inh -4, ABHD5 PLIN5 PPI -2, MC4R antagonist -3, H9c2 protect 12, m5-HT2A agonist 7 and iPSC survival up -2.9.
`COc1ccc(N(CC(=O)NCc2ccco2)S(=O)(=O)c2ccccc2)cc1` gave aDG glyco up 0.4, Glyco luc inh -3, ABCB6 inh MLPCN 102, MC4R ag barr -1.2, Granule exo inh -8, ABHD5 PLIN5 PPI 4, MC4R antagonist 14, H9c2 protect -2, m5-HT2A agonist -4 and iPSC survival up -1.4.
